High-throughput results: PubChem, several laboratories
KLF5 inh: KLF5 expression inhibitors, primary screen, DLD-1 cells, luminescence; DLD-1 KLF5 promoter-luciferase reporter; inhibition, % at 5 µM; 290,000 tested, 0.23% active; AID 1700, 2009;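 active means inhibition above a per-plate limit of that plate's mean compound inhibition plus 3 SD, cut at about 60% in these data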;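 further: 0% = DMSO wells and 100% = LY294002 at 200 µM; higher means less KLF5 promoter-driven luciferase light; inactives centre near -14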
HSF1 activator: HSF-1 activators, primary screen, NIH3T3-HGL cells, MG132 stress, luminescence, single point; activation, % at 9 µM; AID 504408, 2011; 300,000 tested, 1.7% active; NIH3T3-HGL HSF-1 luciferase reporter, 8 h; 100% = twice DMSO control signal;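 active means mean replicate activation of at least 50% with a set share of replicates each reaching 50%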;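 further: 0% = median of the neutral control wells and 100% = twice that signal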
aSyn UTR inh: MLPCN primary screen, SNCA 5' untranslated region | 300,000 tested, 0.82% active | inhibition, % (tested at 7.5 µM) | alpha-synuclein 5'UTR reporter, inhibitor activity | AID 1813, 2009; in the data active means inhibition above about 60%;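 further: H4 neuroglioblastoma cells stably carrying SNCA 5'UTR luciferase fusion; 0% = DMSO wells and 100% = positive control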
HDAC3 inhib: HDAC3 deacetylase inhibitors, primary screen, biochemical, fluorescence, cell-free homogeneous. Histone deacetylase 3 (Homo sapiens), O15379. recombinant HDAC3, fluorogenic peptide/trypsin coupled. inhibition, % at 8.3 µM. 320,000 tested, 0.15% active; in the data active means inhibition above about 26%, passing the limit was not always enough
Target sequence (O15379 whole entry, looked up): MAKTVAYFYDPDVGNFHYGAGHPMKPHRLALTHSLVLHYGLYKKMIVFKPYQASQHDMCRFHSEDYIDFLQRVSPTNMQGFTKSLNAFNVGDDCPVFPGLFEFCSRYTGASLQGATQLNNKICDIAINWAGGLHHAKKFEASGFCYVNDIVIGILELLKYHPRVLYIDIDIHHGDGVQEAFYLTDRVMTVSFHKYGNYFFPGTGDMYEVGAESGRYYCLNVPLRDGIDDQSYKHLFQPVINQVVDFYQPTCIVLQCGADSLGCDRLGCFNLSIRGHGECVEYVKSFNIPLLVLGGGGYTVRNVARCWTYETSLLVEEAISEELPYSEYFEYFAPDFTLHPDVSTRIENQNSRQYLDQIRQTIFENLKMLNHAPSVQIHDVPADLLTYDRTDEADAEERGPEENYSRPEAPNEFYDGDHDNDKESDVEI
AI-2 QS mod: Vibrio harveyi AI-2 quorum sensing modulators, primary screen, JMH597 strain, luminescence/OD600 ratio. Vibrio harveyi JMH597 AI-2 luminescence/OD600 ratio, 9 h; active compounds read low; strain lacks LuxN and CqsS sensors; 0 = neutral-control median. activity change, % at 7.5 µM. 300,000 tested, 0.4% active. AID 2094, 2009; in the data active means activity change below about -75%, passing the limit was not always enough;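 further: luminescence divided by OD600 gain over 9 h not by final OD600 alone; inactives centre near 13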
IEC-6 cytotox: cytotoxicity in IEC-6 intestinal epithelial cells, primary screen, cytotoxicity control for KLF5 inhibitor project, cell-based, luminescence | IEC-6 cytotoxicity, luminescence viability | inhibition, % at 5 µM | 290,000 tested, 0.78% active | AID 1825, 2009; in the data active means inhibition above about 22%;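 further: 0% = plate median of test compound wells and 100% = cytotoxic reference compound wells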
HIF act: HIF pathway transcriptional activators, primary screen, cell-based, U2OS HRE-luciferase, luminescence | U2OS HRE-luciferase reporter; normalized: DMSO 0%, desferrioxamine 100% | activation, % at 7.5 µM (by protocol) | 300,000 tested, 0.32% active | AID 1910, 2009;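 active means mean activation of at least 10% of the iron chelator positive control signal, with at least half of replicates also reaching 10%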
HSP90 inh: HSP90 inhibitors, primary screen, cell lysate, luminescence | Heat shock protein HSP 90 (rabbit reticulocyte lysate; luciferase refolding) | Rabbit reticulocyte lysate, luciferase refolding luminescence, 3 h | inhibition, % at 5.6 µM | 290,000 tested, 0.91% active;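 active means inhibition above the screen-wide mean plus 3 SD, computed separately per campaign, cut at about 16% in these data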;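 further: 0% = DMSO wells and 100% = 60 µM geldanamycin wells; inhibitors lower the luminescence because luciferase stays unfolded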
HSF1 inhib: HSF1 inhibitors in luciferase reporter cells, primary screen, cell-based, NIH3T3, luminescence; NIH3T3-HGL HSE-luciferase, MG132-induced, luminescence 8 h; active compounds read low; 300,000 tested, 0.77% active; activity change, negative = inhibition, % at 7.5 µM (by protocol);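 active means more than half of replicate wells show activity change below -50%, luminescence cut by over half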;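 further: luciferase reports HSF-1 transcriptional activity via heat shock element; 0% = median of DMSO wells and -100% = zero luminescence signal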
Platelet DG rel: inhibitors of platelet dense granule secretion, primary screen, cell-based, MLPCN, human platelets; human platelet-rich plasma, SFLLRN dense granule ATP release, luminescence; inhibition, %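 (compounds screened at 7.5 µM in platelet-rich plasma)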; 300,000 tested, 0.22% active;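 active means mean replicate score, as percent of positive control, at or above 50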
* marks the source's active call; other numbers are inactive results; . = not tested or not shown.

SMILES	KLF5 inh	HSF1 activator	aSyn UTR inh	HDAC3 inhib	AI-2 QS mod	IEC-6 cytotox	HIF act	HSP90 inh	HSF1 inhib	Platelet DG rel
CNCCC1Sc2ccccc2Oc2ccccc21 (stereo not drawn)	-16	0	9	-7	13	2	-0.4	1	4	4
CC(C)CNC(=O)c1ccccc1NC(=O)c1ccccc1N(C)S(C)(=O)=O	-15	16	20	7	6	-9	-2.8	2	5	-2
COC(=O)C1(C)NC(c2cccs2)C2C(=O)N(c3ccccc3F)C(=O)C21 (stereo not drawn)	-19	-20	15	-3	9	5	-0.4	0	-4	-6
CCN(CC)CCN(Cc1cc2cc3c(cc2[nH]c1=O)OCO3)C(=S)NCC(C)C	-10	-8	4	3	9	-2	-1.2	7	-2	-1
COc1ccc(C(=O)Nc2cccnc2)cc1	-54	0	-40	-1	4	-1	1.2	1	1	-5
Cc1ccc(S(=O)(=O)N2CCOCC2)cc1C(=O)NCCN1C(=O)S/C(=C\c2ccccc2Cl)C1=O	10	33	15	3	25	-3	-0.4	4	10	-6
O=C(CCn1c(=S)[nH]c2ccccc2c1=O)NCCCN1CCOCC1	-8	-2	-8	6	10	0	0.0	-1	0	2
O=C(Cn1nnc2ccccc21)c1ccc(Br)cc1	-44	11	-82	-4	35	-3	2.8	3	14	3
Cc1cc(-n2c(C)cc(C(=O)CN3C(=O)NC4(CCCCC4)C3=O)c2C)no1	-32	-8	4	6	12	1	0.2	1	1	-3
Cc1ccccc1CS(=O)(=O)Cc1ccc(C(=O)NCC2CCCO2)o1 (stereo not drawn)	7	-4	-6	16	9	-3	0.5	-1	-8	11
Cc1nn(C)cc1C(=O)/C=C/c1ccc([N+](=O)[O-])cc1	-22	61*	-15	-2	18	1	-0.3	2	22	1
CCOc1ccc(/C(O)=C2/C(=O)C(=O)N(Cc3cccnc3)C2c2ccc(N(C)C)cc2)c(C)c1 (stereo not drawn)	-34	0	23	8	36	-1	0.5	-1	2	-2
COc1ccc(N(CC(=O)NCc2cccnc2)S(=O)(=O)c2ccccc2[N+](=O)[O-])c(OC)c1	-3	-24	1	2	14	-12	-0.2	2	-5	2
CC1CN/C(=C\C(=O)c2ccccc2)C(=O)N1 (stereo not drawn)	-125	33	-110	3	16	0	1.5	2	6	-3
CC(Sc1nnc(Cn2c(=O)sc3ccccc32)n1C)c1ccccc1 (stereo not drawn)	-3	3	-6	3	9	-3	-0.3	-4	0	2
COc1ccc(CNC(=S)NCc2ccc(OC)cc2)cc1	12	-20	-7	3	-8	2	-0.3	2	-5	-8
C=CCSc1nc2ccccc2[nH]1	-27	2	-17	3	10	-4	0.6	-4	-3	9
CC(=O)Oc1ccc(C(=O)Nc2cc(NC(=O)c3ccc(OC(C)=O)cc3)cc(C(=O)NC(C)(C)C)c2)cc1	-2	21	13	5	25	-6	-0.2	-3	19	14
Cc1cc2nc(C)c(=O)n(C)c2cc1C	-13	21	12	-7	3	-5	-0.1	-3	-5	2
OCc1ccnc2c(O)cccc12	-25	-5	-20	1	16	-7	0.7	-3	-2	0
C=CCn1c(SCC(=O)NC2CCCCC2)nc2ccccc2c1=O	-18	5	17	-10	34	2	-0.9	-1	-2	15
COc1ccc(C(=O)Nc2nnc(-c3ccc(F)cc3)s2)c(OC)c1	-11	24	-13	.	1	2	-0.3	-3	-9	4
COc1ccc(-n2c(COc3ccc(C)cc3)nnc2SCC(=O)O)cc1	-38	1	1	-2	20	-3	-5.9	-1	-7	-12
Cc1ccc(S(=O)(=O)N2CCCC2C(=O)NC2=NCCS2)cc1 (stereo not drawn)	-16	-4	-13	-8	4	-4	-0.4	-4	-3	-23
CCOC(=O)c1ccc(NC(=S)N2CCN(C(=O)C3CCCO3)CC2)cc1 (stereo not drawn)	-7	-35	-4	.	-7	29*	0.0	4	-28	-10
CC(Oc1ccc(-n2cnnn2)cc1)C(=O)O (stereo not drawn)	-32	-1	-1	1	16	-3	0.0	6	-2	2
COc1cccc(NC(=O)Nc2cc(C(=O)O)ccc2C)c1	2	27	-13	1	29	0	-0.6	-2	8	1
CN(C)C(=O)c1cc(F)ccc1Sc1cc(Cl)ccc1Cl	-28	-16	25	7	11	1	-0.3	-2	3	10
COc1ccc(S(=O)(=O)N(CC(=O)N2CCOCC2)Cc2ccccc2)cc1C	-51	-8	-3	-2	9	0	-0.4	5	3	-1
CCOC(=O)N1CCN(CC(=O)Nc2ccc(OC)cc2)CC1	-23	-3	21	4	27	-5	0.0	-1	-9	1
COc1ccccc1-c1n[nH]c(=S)o1	14	.	.	-13	.	6	.	2	.	.
O=C(Cc1ccc(Cl)cc1)Nc1nc2ccccc2[nH]1	-14	9	-39	-3	11	1	0.6	4	-1	-13
O=C(O)C/C(=C\c1cc(Br)cs1)c1nc2ccccc2o1	-4	-6	-15	0	24	-3	0.1	-2	5	0
CCN(CC)C(=O)CCc1nnc(Cc2cccc(C(F)(F)F)c2)o1	-110	23	-177	-4	1	1	2.8	-1	28	-10
O=C1c2cc(Cl)ccc2OC2(CCNCC2)C12CC(c1ccccc1)=NO2 (stereo not drawn)	.	-3	6	0	3	.	-1.0	.	3	-1
COc1ccc([N+](=O)[O-])cc1NC(=O)C1CCCO1 (stereo not drawn)	26	1	15	2	16	-2	-0.4	2	-5	-6
O=C1CCCN1c1ccc(S(=O)(=O)NCCOc2ccccc2)cc1	-9	-19	0	-1	24	1	-2.2	1	-5	-4
Cc1[nH]c(=O)c(C#N)c2c1CSC(C)(C)C2	12	-3	24	-1	35	6	-0.5	5	-9	2
O=C(O)c1ccc(CNC(=O)c2ccc3c(c2)C(=O)N(Cc2cccnc2)C3=O)cc1	-1	.	.	-2	43	7	.	2	.	.
Cn1c(-c2cccc(Br)c2)n[nH]c1=O	11	10	9	-3	2	3	-0.3	-2	-9	3
Cc1ccc2nc(N3C(=O)C(O)=C(C(=O)c4ccco4)C3c3cccs3)sc2c1 (stereo not drawn)	-131	66*	-187	2	72	-3	1.7	0	35	0
COc1cc2sc3ccc(C#CC4(O)CCCCC4)cc3c(=O)c2cc1OC	.	-59	-137	0	31	.	3.0	.	-59*	56*
CCN1CCN(C(=O)c2ccc3nc(-c4ccccc4)c(-c4ccccc4)nc3c2)CC1	-29	-7	14	-18	16	-6	-0.6	-3	2	-6
CSc1cc(-c2ccccc2)n(Cc2c(Cl)cccc2Cl)c(=O)c1C#N	-42	-24	-51	1	11	-1	0.0	4	-10	7
Cn1ncc(C#N)c1/N=C/N1CCCCC1	-13	-11	-4	1	24	2	1.9	-1	-2	-7

Among those listed so far, these contain two or more sulfur atoms.
SMILES	KLF5 inh	HSF1 activator	aSyn UTR inh	HDAC3 inhib	AI-2 QS mod	IEC-6 cytotox	HIF act	HSP90 inh	HSF1 inhib	Platelet DG rel
Cc1ccc(S(=O)(=O)N2CCOCC2)cc1C(=O)NCCN1C(=O)S/C(=C\c2ccccc2Cl)C1=O	10	33	15	3	25	-3	-0.4	4	10	-6
CC(Sc1nnc(Cn2c(=O)sc3ccccc32)n1C)c1ccccc1 (stereo not drawn)	-3	3	-6	3	9	-3	-0.3	-4	0	2
Cc1ccc(S(=O)(=O)N2CCCC2C(=O)NC2=NCCS2)cc1 (stereo not drawn)	-16	-4	-13	-8	4	-4	-0.4	-4	-3	-23
Cc1ccc2nc(N3C(=O)C(O)=C(C(=O)c4ccco4)C3c3cccs3)sc2c1 (stereo not drawn)	-131	66*	-187	2	72	-3	1.7	0	35	0

Further compounds
SMILES	KLF5 inh	HSF1 activator	aSyn UTR inh	HDAC3 inhib	AI-2 QS mod	IEC-6 cytotox	HIF act	HSP90 inh	HSF1 inhib	Platelet DG rel
O=S(=O)(c1ccc(OCC(O)CN2CCc3ccccc3C2)cc1)N1CCOCC1 (stereo not drawn)	-12	3	3	-3	2	0	-0.1	0	-6	2
O=C(CCN1CCN(Cc2ccccc2)CC1)NNC(=O)Nc1cccc(C(F)(F)F)c1	12	-13	23	-12	46	4	0.0	-1	1	5
COC(=O)c1c(NC(NC(=O)c2ccccc2)(C(F)(F)F)C(F)(F)F)sc2c1CCN(C)C2	-4	-4	13	2	33	3	-0.9	2	-3	0
Cc1ccc(-c2nnn(CC(=O)N(CC(=O)NCC3CCCO3)c3ccc(F)c(Cl)c3)n2)o1 (stereo not drawn)	-30	.	.	-4	.	0	.	0	.	.
O=C(O)c1cc(O)ccc1NC(=O)C1CCCO1 (stereo not drawn)	-28	-5	6	-9	.	-6	0.4	-4	-5	1
O=C(COC(=O)/C=C/c1ccc(OC(F)F)cc1)Nc1ccc(N2CCOCC2)cc1	.	-14	10	-2	2	.	0.3	.	-1	9
C=C(C)Cn1c(COc2ccccc2)nnc1SCC(=O)O	-3	-2	-1	8	22	2	-1.9	0	-1	13
Cc1ccc2nc(Cl)c(/C=N/n3c(C)nnc3C)cc2c1	-34	-8	-42	2	18	-2	1.4	3	4	0
COc1ccccc1C(=O)N(Cc1ccccc1)c1ccc(C)cc1	-1	13	5	7	5	4	-0.6	57*	14	3
CC1(C)OC(=O)C(C(c2ccccc2)C(C#N)C(N)=O)=C(O)O1 (stereo not drawn)	-19	1	18	-3	29	-2	-0.1	4	-6	-4
O=C(O)CN(c1ccc2c(c1)OCCO2)S(=O)(=O)c1ccccc1	-9	5	-17	4	1	7	0.4	2	-6	-5
CCOC(=O)CSC1=C(C#N)C(c2ccccc2OCC)C(C(=O)OCC)C(=O)N1 (stereo not drawn)	-43	14	-1	12	-10	-8	0.7	-2	9	.
Cc1cccc(C(=O)Nc2ccc(NC(=O)CN3CCOCC3)cc2)c1	-11	14	3	8	2	0	-0.2	-1	2	12
O=c1c(-c2ccccc2)coc2cc(O)ccc12	-159	19	-128	-9	9	4	4.6	-3	14	-4
COc1ccc(/C=N/NC(=O)C(C)n2cnc3ccccc3c2=O)cc1 (stereo not drawn)	-13	-13	13	-3	23	4	-0.1	4	1	-6
CN1CCN(Cc2nc3cc(NC(=O)COc4ccc([N+](=O)[O-])cc4)ccc3n2C)CC1	-14	23	5	.	5	4	0.2	5	0	1
CCC(=O)N1CCc2cc(S(=O)(=O)CCC(=O)NCc3ccc4c(c3)OCO4)ccc21	-34	3	30	1	22	-4	-13	-4	1	5
CC1CCC2(CC1)C(Nc1cccc(Cl)c1)=NC(=S)N2CC#N (stereo not drawn)	-10	2	26	-3	-13	-2	-0.9	2	1	1
COc1ccc2c(c1)CCc1c-2n[nH]c1C(=O)NCCC(C)C	-111	51*	-71	5	7	0	0.8	3	30	6
COc1cccc(/C=C2\Oc3ccc(O)cc3C2=O)c1O	-42	32	83*	-7	23	6	-14	17*	9	45
COc1ccc(Cn2c(=O)[nH]c3cc(OC)c(OC)cc3c2=O)cc1	-5	19	6	-3	25	4	-0.5	3	7	-9
CC1CN(c2ccc(NC(=S)Nc3ccc(N4CC(C)OC(C)C4)cc3)cc2)CC(C)O1 (stereo not drawn)	-28	-5	0	0	-3	6	-3.6	3	-1	-1
O=C(/C=C/c1cccc(F)c1)NC1CCN(Cc2ccccc2)CC1	-3	-13	9	4	17	-3	0.9	-3	2	-11
CC1=NN(c2ccc(C)c(C)c2)C(=O)C1C(c1cccc(O)c1)C1C(=O)N(c2ccc(C)c(C)c2)N=C1C (stereo not drawn)	-17	-4	-26	2	11	-1	-0.7	12	-7	6
